Bioassay records as filed in PubChem BioAssay.
sPLA2-III inh: human group III sPLA2 inhibitors, primary screen, biochemical, QFRET, BODIPY PC-A2 liposome substrate; AID 743126, 2013; inhibition, % at 12.2 µM; 370,000 compounds, 0.56% hits; Group 3 secretory phospholipase A2 (Homo sapiens), Q9NZ20; QFRET BODIPY PC-A2 liposome hydrolysis, fluorescence;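 active means inhibition above mean plus 3 SD of compounds lying within the high and low control bounds, cut at about 19% in these data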;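 further: 0% = median of test compound wells and 100% = no enzyme DMSO wells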
PLCg1 inh: PLC-gamma1 enzyme inhibitors, primary screen, biochemical, fluorescence, purified enzyme; 1-phosphatidylinositol 4,5-bisphosphate phosphodiesterase gamma-1 (Homo sapiens), P19174; fluorogenic substrate; inhibition, % at 12.2 µM; 370,000 compounds, 0.84% hits; in the data active means inhibition above about 9.5%
UHRF1 MBD2 ctr: UHRF1 methylated DNA binding inhibitors, primary screen, counter-screen for MBD2 inhibitor project, biochemical, TR-FRET, human UHRF1, single concentration | AID 687016, 2013 | UHRF1 binding to methylated oligo | inhibition, % at 4.4 µM | E3 ubiquitin-protein ligase UHRF1 (Homo sapiens), Q96T88 | 370,000 compounds, 0.75% hits; in the data active means inhibition above about 21%;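 further: UHRF1 SRA domain binding a hemimethylated CpG hairpin DNA probe; 0% = median of test compound wells and 100% = reference inhibitor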
Tn7 DDE FP: inhibitors of Tn7 peptide binding to fibrin DD(E), primary screen, biochemical, fluorescence polarization, human fibrin, Tn7 probe; inhibition, % at 8.3 µM; 370,000 compounds, 0.13% hits; AID 720508, 2013; FP displacement of FITC-Tn7 peptide from fibrin DD(E); 0% = median of compound wells per plate; Fibrinogen beta chain (Homo sapiens), P02675;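 active means inhibition above the mean of compounds falling within the control limits plus 3 SD of them, cut at about 14% in these data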;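 further: 0% = plate median of compound wells and 100% = 10 µM Aha-Tn7 peptide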
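system = human fibrin DD(E) protein | quantity = DD(E) 2 µM final | medium = Tris/NaCl/CaCl2 buffer, pH 7.8 | also added = labelled Tn7 tracer, 0.1 µM | compound dosing = single point at 8.3 µM | timing = compound with protein 10 min, then 3 h after probe, room temperature | signal = FP measurement | benchmarks = Aha-Tn7 high control | repeats = one replicate per compound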
ASAP1 GAP inh: inhibitors of human ASAP1 ArfGAP activity, primary screen, biochemical, fluorescence polarization. Arf-GAP with SH3 domain, ANK repeat and PH domain-containing protein 1 (Homo sapiens), …. inhibition, % at 16.5 µM. 360,000 compounds, 0.19% hits. ASAP1-stimulated ARF1 GTP hydrolysis, GDP FP detection; in the data active means inhibition above about 25%;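 further: 0% = vehicle with enzyme and substrate and 100% = no enzyme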
Target sequence (Q9ULH1 325-724 limits assumed): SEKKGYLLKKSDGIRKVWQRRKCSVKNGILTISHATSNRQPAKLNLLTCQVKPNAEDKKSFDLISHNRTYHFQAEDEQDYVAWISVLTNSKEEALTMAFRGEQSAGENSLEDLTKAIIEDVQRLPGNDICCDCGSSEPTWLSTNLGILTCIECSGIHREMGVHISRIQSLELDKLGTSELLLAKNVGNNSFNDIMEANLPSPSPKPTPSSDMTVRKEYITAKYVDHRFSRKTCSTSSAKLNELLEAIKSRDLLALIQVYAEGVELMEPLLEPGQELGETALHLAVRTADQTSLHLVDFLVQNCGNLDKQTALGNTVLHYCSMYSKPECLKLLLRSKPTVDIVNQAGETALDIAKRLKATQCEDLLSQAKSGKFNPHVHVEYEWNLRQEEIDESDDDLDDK
KLK7 zymogen act: proKLK7 zymogen activators, primary screen, biochemical, fluorescence intensity | purified proKLK7, EDANS-DABCYL substrate fluorescence; 100% is mature enzyme control, 0% vehicle | 370,000 compounds, 0.9% hits | activation, % at 7 µM;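 active means activation above the mean of all tested compounds plus 3 SD, computed per campaign excluding outliers beyond control limits, cut at about 13% in these data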
Target sequence (P49862 whole entry, looked up): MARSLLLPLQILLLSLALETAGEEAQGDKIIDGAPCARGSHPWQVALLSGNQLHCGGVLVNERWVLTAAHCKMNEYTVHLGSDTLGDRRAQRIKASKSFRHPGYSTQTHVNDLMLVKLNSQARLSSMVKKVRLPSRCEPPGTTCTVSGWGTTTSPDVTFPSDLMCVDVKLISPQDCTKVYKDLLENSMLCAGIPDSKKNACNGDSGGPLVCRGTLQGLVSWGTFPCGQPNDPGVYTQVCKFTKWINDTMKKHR
ARFGAP1 inh: inhibitors of rat ARFGAP1 GAP activity, primary screen, biochemical, fluorescence polarization, GDP tracer | 360,000 compounds, 0.26% hits | ADP-ribosylation factor GTPase-activating protein 1 (Rattus norvegicus), Q62848 | inhibition, % at 16.5 µM | Arfgap1-stimulated ARF1 GTP hydrolysis, GDP FP detection | AID 651572, 2012;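 active means inhibition above a per-plate limit, mean inhibition of low control wells plus 3 SD, cut at about 25% in these data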;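 further: 0% = DMSO wells with enzyme and 100% = wells lacking Arfgap1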
Target sequence (Q62848 1-136 limits assumed): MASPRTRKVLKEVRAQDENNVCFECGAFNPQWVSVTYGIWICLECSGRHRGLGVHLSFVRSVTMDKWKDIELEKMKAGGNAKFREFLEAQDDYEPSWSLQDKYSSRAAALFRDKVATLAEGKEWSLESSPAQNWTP
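Assay system: purified rat His6-Arfgap1 residues 1-136 (GAP domain); Reagent: human Δ17 ARF1 bound to GTP; Dosing: 16.5 µM single point, 1.26% DMSO; Times: GTP hydrolysis reaction 2 h at 25 °C; Signal: FP, GDP Alexa 633 tracer displaced from anti-GDP antibody, 620/688 nm; Measure: % inhibition from polarization.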
NR1D1 modulator: modulators of Rev-erb alpha DNA binding, primary screen, biochemical, FITC-DNA, fluorescence polarization, uHTS; 370,000 compounds, 0.79% hits; Nuclear receptor subfamily 1 group D member 1 (Homo sapiens), P20393; activity, % at 10 µM; Rev-erbα–FITC-DNA binding, 90 min; AID 1259318, 2017;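 active means activity above about 14%, limit read from the data; passing the limit was not always enough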;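 further: 0% = DMSO wells with 35 nM protein and 100% = DMSO wells with 750 nM protein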
PLC-beta3 inh: human PLC-beta3 inhibitors, primary screen, biochemical, fluorescence; Purified PLC-beta3, fluorogenic substrate; AID 720704, 2013; inhibition, % at 12.2 µM; 370,000 compounds, 0.18% hits; in the data active means inhibition above about 11%;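 further: 0% = median of compound wells on plate and 100% = full blocker control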
DDE Tn6 FP inh: inhibitors of Tn6 peptide binding to fibrin DD(E), primary screen, biochemical, fluorescence polarization, human fibrin, Tn6 probe | Fibrinogen beta chain (Homo sapiens), P02675 | Fibrin DD(E) TRITC-Tn6 fluorescence polarization displacement | inhibition, % at 8.3 µM | 370,000 compounds, 0.21% hits | AID 720509, 2013;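 active means inhibition above a per-campaign cutoff: mean of compounds within control limits plus 3 SD, cut at about 15% in these data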;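 further: 0% = median of all compound wells on the plate and 100% = blocking peptide control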
* = called active by the depositor; i = inactive; . = not tested or not shown.

SMILES	sPLA2-III inh	PLCg1 inh	UHRF1 MBD2 ctr	Tn7 DDE FP	ASAP1 GAP inh	KLK7 zymogen act	ARFGAP1 inh	NR1D1 modulator	PLC-beta3 inh	DDE Tn6 FP inh
C[C@H](CO)N1C[C@H](C)[C@@H](CN(C)C(=O)Nc2ccc(C(F)(F)F)cc2)Oc2c(cccc2N(C)C)C1=O	-2	0	9	9	3	0.2	3	-1	1	3
O=C(CN1C(=O)C2(OCCCO2)c2ccccc21)NCc1ccccc1	-2	2	6	-1	-7	-1.0	5	2	2	6
CC(=O)Nc1ccc(S(=O)(=O)NC2CC(=O)N(c3ccc(C)cc3)C2)cc1 (centres undefined)	3	6	0	-4	1	-0.6	10	0	4	-6
CC(C)CC(=O)/C(=C/c1ccc(N(C)C)cc1)n1cncn1	0	-3	-3	-8	10	-0.4	-10	2	-7	4
Cc1onc(-c2ccccc2Cl)c1C(=O)OCN1C(=O)c2ccccc2C1=O	-2	2	4	5	-10	0.1	2	0	-3	7
COc1ccccc1N1CCN(C(=O)c2oc3ccc(F)cc3c2C)CC1	-2	-1	1	16*	0	0.5	8	-3	2	-4
O=C(CCC(=O)Nc1ccc(F)cc1)N/N=C/c1ccccc1	10	-3	5	1	-3	-0.4	20	-3	-4	-2
C=CCSC1=N/C(=C\c2ccsc2)C(=O)S1	4	-1	4	1	4	-0.1	7	7	-1	-5
COc1ccc(-c2nnnn2C)cc1S(=O)(=O)NCc1ccccc1	5	0	-3	1	11	-0.3	7	1	2	-1
CCOC(=O)C1=C(c2cccc(Oc3ccccc3)c2)NC(=S)NC1C (centres undefined)	16	3	0	-4	5	0.2	3	-3	0	-6
Cc1ccccc1N(C)C(=O)c1coc(=O)c2ccccc12	6	-1	-3	6	-9	0.5	3	0	4	5
Cc1ccsc1C(=O)N(C)CC(=O)N(CC(C)C)c1c(N)n(CC(C)C)c(=O)[nH]c1=O	11	3	1	4	19	0.4	-13	6	0	9
Cc1nc2c(O)c3c(c(O)c2nc1C)C1C=CC3CC1	-8	6	6	-11	10	-0.1	-28	1	3	-6
Cc1ccc2nc(N(CCCN(C)C)C(=O)CCc3ccccc3)sc2c1	-24	3	3	-5	-8	0.1	-1	3	7	-4
O=C(N/N=C/c1c[nH]c2ccccc12)C1CC1(c1ccccc1)c1ccccc1 (centres undefined)	-4	5	-2	1	2	-1.1	-3	4	-3	-7
CCc1ccc(NC(=O)c2cc(C)on2)cc1	0	3	2	-6	2	-0.6	-1	-1	0	-4
CC1CCCN(C(=O)c2cc(-c3ccco3)nc3ccccc23)C1 (centres undefined)	8	i	0	2	-5	38*	-10	2	i	10
Cc1ccc(C)c(-n2c(C)cc(/C=N/NC(=O)c3c(C)nc4cc(C)ccn34)c2C)c1	4	-23	-2	-3	12	-1.9	2	-4	-26	-1
COc1ccc(CCN(C)CC(O)COc2c(C)ccc(C)c2C)cc1OC (centres undefined)	-4	5	1	9	10	-0.6	12	2	8	5
COc1cc2ccccc2cc1C(=O)Nc1ccc2oc(=O)ccc2c1	-4	-5	-2	5	6	-0.1	10	-10	-9	-10
CC1(C(=O)NS(=O)(=O)C2CC2)CCN(C(=O)c2ccccc2C(F)(F)F)C1 (centres undefined)	11	0	2	4	5	-0.3	-8	-6	1	8
COc1ccccc1N1CCN(C(=O)c2ccc(C(C)(C)C)cc2)CC1	-1	-3	-1	-1	1	0.4	4	-6	0	0
COc1ccccc1C(=O)NCCC(=O)NCC(c1ccccc1)N(C)C (centres undefined)	4	2	-2	-3	17	0.2	-1	-1	-7	1
O=C(Nc1nnc(-c2ccncc2)o1)c1ccccc1F	2	0	-2	-4	6	0.1	-7	-3	-2	-1
CC(=O)c1ccc(NC(=O)NC2CCCc3ccccc32)cc1 (centres undefined)	-2	-1	3	-2	14	-0.5	-4	-6	-6	2
(more compounds)
SMILES	sPLA2-III inh	PLCg1 inh	UHRF1 MBD2 ctr	Tn7 DDE FP	ASAP1 GAP inh	KLK7 zymogen act	ARFGAP1 inh	NR1D1 modulator	PLC-beta3 inh	DDE Tn6 FP inh
O=C(O)CSCCC(=O)Nc1ccc(F)cc1	0	0	12	3	-6	0.0	8	-4	3	-4
FC(F)(F)c1ccc(-c2nc(=S)[nH][nH]2)cc1	-15	4	0	4	-1	0.0	0	-3	-6	-1
O=C(c1ccco1)N1CCCN(Cc2nc(-c3ccc4c(c3)OCO4)no2)CC1	6	-1	0	2	1	0.1	5	1	-6	1
Cc1cc(C)c(S(=O)(=O)Nc2cccc(S(=O)(=O)NC3=NCCC3)c2)c(C)c1	-20	3	-1	-5	0	0.3	-9	.	-9	0
COc1ccc2[nH]c3c(c2c1)CCN[C@]31C(=O)N(C)c2ccccc21	-5	-2	0	9	.	0.5	.	1	-2	-3
O=C(O)CC1(CC(=O)Nc2ccc3ccccc3c2)CCCCC1	-6	3	1	0	14	0.0	5	4	-1	1
OC(CN1CCN(c2ccccc2)CC1)c1c[nH]c2ccccc12 (centres undefined)	-9	0	0	-2	-3	0.0	3	1	0	7
COc1ccc(C2=CN3CCCCC3CC2=O)cc1OC (centres undefined)	6	-4	1	7	-4	0.3	9	-6	-3	10
Cc1cc(OC(C)C(=O)NCCCn2ccnc2)c2c(C)c(C)c(=O)oc2c1 (centres undefined)	2	-149	14	4	-4	7.7	-5	1	-236	0
N#CC1=C(S)N(c2ccccc2)C(c2ccco2)NC1=O (centres undefined)	6	-1	-2	3	5	-0.1	1	-6	-9	-5
COc1cc(F)c(C(=O)NC(C)(C)CO)cc1OC	6	1	-3	8	-10	0.5	1	3	0	7
COc1ccccc1C(=O)NC(=O)COC(=O)c1nccnc1N	-2	-263	-1	-5	-3	3.1	0	-2	-319	4
CC#CC[N+](C)(C)CC(=O)c1ccccc1	2	1	-1	1	1	-0.5	5	-1	-6	4
O=C(COC(=O)c1cc(-c2ccccn2)nc2ccccc12)Nc1ncc(C(F)(F)F)cc1Cl	10	3	1	7	-4	-0.2	2	0	-7	4
CCOc1ccccc1N1CC(C(=O)Nc2ccccc2N2CCOCC2)CC1=O (centres undefined)	1	1	-1	0	5	0.0	2	2	0	10
CSc1ccc(S(=O)(=O)N2CCC(C(=O)NC3CC3)CC2)cc1	0	-1	-1	-4	6	-0.2	-2	-2	-4	-3
O=Cc1cccn1-c1sc2c(c1C(=O)O)CCCC2	0	-4	1	-4	5	0.0	-15	-5	-4	1
CC(C)n1c(/C=C/c2ccccc2)nc2ccccc21	-6	-346	-5	4	-7	3.9	6	5	-370	-4
CC1CCC(NC(=O)c2ccc3nc[nH]c3c2)CC1 (centres undefined)	-2	4	-2	-10	9	-0.1	11	-4	4	3
CC(C(=O)OCC(=O)Nc1cccc(S(=O)(=O)N(C)C)c1)N1C(=O)c2ccccc2C1=O (centres undefined)	5	0	0	5	6	-1.0	7	-2	-6	-8
CCOP(=O)(c1ccccc1)c1nc(-c2ccccc2Cl)oc1N1CCCCC1 (centres undefined)	-3	-29	0	2	15	-2.0	11	7	-39	1
CCOC(=O)C1CCN(Cc2nc3ccc([N+](=O)[O-])cc3c(=O)n2-c2ccc(OC)cc2OC)CC1	-4	-1	-2	-6	16	0.4	13	2	-38	-5
CCNS(=O)(=O)c1cc(OC)ccc1OC	-6	2	2	-6	-1	0.2	-5	-2	4	-3

For reference, 14 of the compounds above:
SMILES	sPLA2-III inh	PLCg1 inh	UHRF1 MBD2 ctr	Tn7 DDE FP	ASAP1 GAP inh	KLK7 zymogen act	ARFGAP1 inh	NR1D1 modulator	PLC-beta3 inh	DDE Tn6 FP inh
N#CC1=C(S)N(c2ccccc2)C(c2ccco2)NC1=O (centres undefined)	6	-1	-2	3	5	-0.1	1	-6	-9	-5
COc1cc(F)c(C(=O)NC(C)(C)CO)cc1OC	6	1	-3	8	-10	0.5	1	3	0	7
COc1ccccc1C(=O)NC(=O)COC(=O)c1nccnc1N	-2	-263	-1	-5	-3	3.1	0	-2	-319	4
CC#CC[N+](C)(C)CC(=O)c1ccccc1	2	1	-1	1	1	-0.5	5	-1	-6	4
O=C(COC(=O)c1cc(-c2ccccn2)nc2ccccc12)Nc1ncc(C(F)(F)F)cc1Cl	10	3	1	7	-4	-0.2	2	0	-7	4
CCOc1ccccc1N1CC(C(=O)Nc2ccccc2N2CCOCC2)CC1=O (centres undefined)	1	1	-1	0	5	0.0	2	2	0	10
CSc1ccc(S(=O)(=O)N2CCC(C(=O)NC3CC3)CC2)cc1	0	-1	-1	-4	6	-0.2	-2	-2	-4	-3
O=Cc1cccn1-c1sc2c(c1C(=O)O)CCCC2	0	-4	1	-4	5	0.0	-15	-5	-4	1
CC(C)n1c(/C=C/c2ccccc2)nc2ccccc21	-6	-346	-5	4	-7	3.9	6	5	-370	-4
CC1CCC(NC(=O)c2ccc3nc[nH]c3c2)CC1 (centres undefined)	-2	4	-2	-10	9	-0.1	11	-4	4	3
CC(C(=O)OCC(=O)Nc1cccc(S(=O)(=O)N(C)C)c1)N1C(=O)c2ccccc2C1=O (centres undefined)	5	0	0	5	6	-1.0	7	-2	-6	-8
CCOP(=O)(c1ccccc1)c1nc(-c2ccccc2Cl)oc1N1CCCCC1 (centres undefined)	-3	-29	0	2	15	-2.0	11	7	-39	1
CCOC(=O)C1CCN(Cc2nc3ccc([N+](=O)[O-])cc3c(=O)n2-c2ccc(OC)cc2OC)CC1	-4	-1	-2	-6	16	0.4	13	2	-38	-5
CCNS(=O)(=O)c1cc(OC)ccc1OC	-6	2	2	-6	-1	0.2	-5	-2	4	-3
